Screening data (PubChem BioAssay)
MT1-MMP txn act: MT1-MMP promoter reporter activation – cell-based, luciferase luminescence, primary screen; HT1080 MT1-MMP promoter luciferase reporter, overnight; stronger effect = higher value; activation factor at 10 µM; 86,000 compounds, 0.16% hits; AID 750, 2007;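 active means activation factor of at least 2 for MT1-MMP transcription at 10 µM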
PLAP act: PLAP enzyme activators, biochemical, luminescence, HTS. Alkaline phosphatase, placental type (Homo sapiens), P05187. purified PLAP enzyme, luminescent substrate read-out; stronger effect = higher value. activation fold at 20 µM. 96,000 compounds, 1.2% hits; in the data active means activation fold above about 2
ERa SRC1 inh: ERα–SRC-1 coactivator interaction inhibitors, primary screen, biochemical, TR-FRET, ERα LBD, estradiol-bound | Estrogen receptor (Homo sapiens), P03372 | TR-FRET ER-alpha LBD / SRC-1 peptide | inhibition, % at 25.6 µM | 86,000 compounds, 1.7% hits | AID 629, 2007; in the data active means inhibition above about 50%;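 further: 0% = receptor plus peptide control and 100% = peptide only without receptor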
ERb coact inh: inhibitors of ERβ-SRC1 coactivator interaction, primary screen, biochemical, TR-FRET, ERβ LBD, SRC-1 peptide | Estrogen receptor beta (Homo sapiens), Q92731 | TR-FRET ER-beta LBD / SRC1-Cy5 peptide binding; receptor agonist-loaded with 1 µM estradiol | inhibition, % at 25.6 µM | 86,000 compounds, 1.3% hits | AID 633, 2007;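 active means compounds whose percent inhibition of the receptor-coactivator binding signal exceeds about 50% in the single-dose screen, limit read from the data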;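 further: 0% = receptor plus peptide wells without compound and 100% = peptide-only wells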
CD11b adhes enh: enhancers of CD11b/CD18 adhesion to fibrinogen, primary screen, K562 cells, luminescence; Integrin beta-2 (Homo sapiens) + Integrin alpha-M (Homo sapiens), P05107+P11215; ATPlite luminescence; activation, % at 10 µM; 93,000 compounds, 0.07% hits; AID 1499, 2009;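 active means 10 µM primary screen giving 50% or more activity, confirmed by 40% or more on retest at that dose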; further: strong numbers were not always called active; reference of the scale not given here
Ecoli WT expand: growth inhibitors of wild-type E. coli, primary screen, strain BW25113, expanded library, OD600; OD600 absorbance; growth inhibition, % at 100 µM; 98,000 compounds, 0.15% hits;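 active means growth inhibition above about 50% at one test dose, limit read from the data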;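 further: growth measured after 20 h incubation at 37 °C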
Mac1 fbg inh: inhibitors of CD11b/CD18 adhesion to fibrinogen, primary screen, K562 cells, luminescence; Integrin beta-2 (Homo sapiens) + Integrin alpha-M (Homo sapiens), P05107+P11215; inhibition, % at 10 µM; ATPlite luminescence; Mn2+ added to activate the integrin; 93,000 compounds, 0.54% hits;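 active means primary inhibition of 50% or more at 10 µM, then 40% or more on retest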; further: some results filed as inactive read as strong as hits
FAK blocker: FAK kinase inhibitors, primary screen, biochemical; Focal adhesion kinase 1 (Homo sapiens), Q05397; biochemical FAK kinase activity assay; inhibition, %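 (tested at 7 µM)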; 97,000 compounds, 0.84% hits; AID 727, 2007; in the data active means inhibition above about 19%;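 further: 0% = DMSO and 100% = reference compound high control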
Target sequence (Q05397 whole entry, looked up): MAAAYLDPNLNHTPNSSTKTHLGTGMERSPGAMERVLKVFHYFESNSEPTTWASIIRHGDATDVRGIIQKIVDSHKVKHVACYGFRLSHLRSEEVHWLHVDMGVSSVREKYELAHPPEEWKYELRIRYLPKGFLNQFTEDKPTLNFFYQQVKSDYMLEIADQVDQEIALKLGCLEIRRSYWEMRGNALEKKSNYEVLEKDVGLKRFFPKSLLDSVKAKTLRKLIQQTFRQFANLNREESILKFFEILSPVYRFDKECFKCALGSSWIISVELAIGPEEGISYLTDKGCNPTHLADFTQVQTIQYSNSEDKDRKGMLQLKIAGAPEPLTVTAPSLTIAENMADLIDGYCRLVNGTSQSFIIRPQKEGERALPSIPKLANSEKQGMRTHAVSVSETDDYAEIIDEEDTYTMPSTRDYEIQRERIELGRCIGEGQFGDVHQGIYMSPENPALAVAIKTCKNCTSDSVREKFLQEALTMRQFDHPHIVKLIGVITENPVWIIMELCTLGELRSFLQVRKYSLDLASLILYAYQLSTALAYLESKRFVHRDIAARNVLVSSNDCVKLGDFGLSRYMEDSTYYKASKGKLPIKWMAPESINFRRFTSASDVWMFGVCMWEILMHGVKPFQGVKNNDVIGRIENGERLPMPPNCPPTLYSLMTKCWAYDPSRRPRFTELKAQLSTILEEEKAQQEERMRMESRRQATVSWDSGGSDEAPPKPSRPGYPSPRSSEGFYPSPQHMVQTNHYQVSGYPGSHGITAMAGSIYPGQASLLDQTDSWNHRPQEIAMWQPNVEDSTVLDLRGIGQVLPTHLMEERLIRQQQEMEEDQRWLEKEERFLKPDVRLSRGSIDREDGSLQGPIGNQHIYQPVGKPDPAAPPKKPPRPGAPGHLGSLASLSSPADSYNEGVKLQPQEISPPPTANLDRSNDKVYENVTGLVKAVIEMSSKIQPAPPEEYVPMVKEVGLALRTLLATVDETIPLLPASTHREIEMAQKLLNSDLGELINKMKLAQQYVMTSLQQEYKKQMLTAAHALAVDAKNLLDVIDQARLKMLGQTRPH
ERa SRC1 pot: enhancers of ERα–SRC-1 coactivator binding, primary screen, biochemical, TR-FRET, ERα LBD, low estradiol | TR-FRET ERalpha-LBD/SRC-Cy5 coactivator binding, 2 h; 100 = basal binding, no effect | coactivator binding (% of control), % at 25.6 µM | 86,000 compounds, 1.3% hits | AID 639, 2007; in the data active means activity above about 200%;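 further: binding measured in presence of low estradiol as agonist stimulus; 0% = peptide alone without receptor and 100% = receptor with peptide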
Active calls of the source: *; / = no result given; [ ] = another dose, or the depositor's remark.

SMILES	MT1-MMP txn act	PLAP act	ERa SRC1 inh	ERb coact inh	CD11b adhes enh	Ecoli WT expand	Mac1 fbg inh	FAK blocker	ERa SRC1 pot
CCOCCCNCC(=O)Nc1ccc(OC(F)(F)F)cc1	1.2	1.1	1[fluorescence artefact?]	4[fluorescence artefact?]	2	11	-6	2	109
Cc1ccccc1C(=O)Nc1cccc(NC(=O)Cn2cnc3c(=O)n(C)c(=O)n(C)c32)c1	1.3	1	-7	-6[fluorescence artefact?]	3	0	-21	2	115
COc1ccc(-c2cc3ccccc3n2CC(O)CNC(CO)(CO)CO)cc1 (stereo unspecified)	1.2	1.6	6	1	-6	6	4	-3	116
Cc1csc(SCc2nnc(-c3ccccc3Br)o2)n1	0.9	1	31	23	-4	1	-2	-1	81[fluorescence artefact?]
Oc1ccc(CN2CCc3ccccc3C2)c2cccnc12	0.5	2.1*	-9[fluorescence artefact?]	-7	-4	62*	12	0	76[fluorescence artefact?]
O=C(Nc1ccccc1)OCc1ccccn1	1.6	0.9	12	15	-2	12	-20	1	91
CCC(=O)Nc1ccc(C(=O)n2ccc(C)n2)cc1	1.1	1	4	17	4	9	-9	0	116
NS(=O)(=O)c1ccc(CCNC(=O)COC(=O)C2CCCN2C(=O)c2cccs2)cc1 (stereo unspecified)	1.2	0.9	-3	9	-2	8	1	4	123
Cc1cc(C)n(-c2ccc(C(=O)Nc3nnc(C)s3)cc2)n1	1	1	-3	0	2	-3	-26	2	107
CN(Cc1nc2ccccc2n1C)S(=O)(=O)c1ccc(F)cc1	1.3	1	-4	-5	-3	1	-7	1	126[fluorescence artefact?]
N#CCCN1CCN(C(=S)c2ccc(-c3cc(Cl)ccc3Cl)o2)CC1	1.1	1	-2	-5	1	-21	10	3	103
CSc1nnc(-c2cccs2)n1-c1ccccc1	1	0.9	0	1	2	4	3	2	100
O=S1CC/C(=N\O)c2ccccc21 (stereo unspecified)	1.3	/	-13	-11	/	/	/	-1	109
Cc1[nH]c2ccccc2c1C(=O)CSc1nc2cc(S(=O)(=O)N3CCCCC3)ccc2o1	1.1	1	/	/	2	-15	14	2	/
COc1ccccc1Cc1noc(-c2cc(Cl)ccc2OC)n1	1.2	0.9	0	-11	4	-7	-26	1	107
COc1ccc(-c2nc(SC)n(C(=O)c3ccco3)n2)cc1	1.4	0.9	32	20	0	8	-2	8	127
CCSc1nnc(NC(=O)c2cc3c(s2)CCCC3)s1	1.1	1	-18[fluorescence artefact?]	13[fluorescence artefact?]	-8	-14	13	/	175
O=C(Nc1ccccc1-c1nnc(SCc2ccc(Cl)cc2)o1)c1ccccc1	/	1	/	/	-2	-25	11	1	/
CCC(CC)NC(=O)c1ccc2nc[nH]c2c1	/	0.8	/	/	-1	1	-16	-1	/
CC(C(=O)N1CCCc2ccccc21)N1CCN(S(=O)(=O)c2ccccc2F)CC1 (stereo unspecified)	1	1.5	1	1	-2	-1	0	3	111
CCSc1nc2c(sc3ccccc32)c(=O)n1C(C)C	1	1.1	-5	-16	3	-5	16	2	85
COC(=O)c1ccccc1NC(=O)c1ccc(COc2ccc3c(c2)CCC3)cc1	/	0.9	/	/	-4	-9	-8	-1	/
CCOC(=O)C1CCCN(C(=O)c2cc(Nc3ccc(OC)cc3)nc3ccccc23)C1 (stereo unspecified)	1.1	1.5	15	-1	1	0	16	-1	113
O=C(CCS(=O)(=O)c1ccc(Cl)cc1)N1CCN(S(=O)(=O)c2cccs2)CC1	1.1	/	5	4	/	-10	/	-3	82
CCC(Sc1nc2ccc(C)cc2[nH]1)C(=O)O (stereo unspecified)	/	0.9	/	/	-5	-1	-30	-2	/

Continued.
SMILES	MT1-MMP txn act	PLAP act	ERa SRC1 inh	ERb coact inh	CD11b adhes enh	Ecoli WT expand	Mac1 fbg inh	FAK blocker	ERa SRC1 pot
Cc1ccc(NC(=O)CSc2nnc(-c3ccc(S(=O)(=O)N4CCCC4)cc3)o2)cc1C	1.2	1.1	34	8	19	0	4	-4	139[fluorescence artefact?]
CC1(C)CC(=O)c2cc(C(=O)N3CCCC(C)(C)C3)c(=O)n(-c3ccccc3)c2C1	1.1	1.1	31	24	-6	-10	-4	1	101
COCCNC(=O)c1ccccc1NC(=O)c1ccccc1N(C)S(=O)(=O)c1ccc(C)cc1	/	1.4	/	/	-6	5	6	1	/
Cn1c(=O)c2c(nc(CN3CCOCC3)n2CCN2CCOCC2)n(C)c1=O	1	1.1	-3[fluorescence artefact?]	-3	-1	9	23	/	104
COCCNC(=O)Cn1nc(C(F)(F)F)c(Br)c1C	1	1.1	-7[fluorescence artefact?]	-10	/	0	/	/	109[fluorescence artefact?]
Cc1ccc(N2C(=O)CSC2c2ccccn2)cc1Cl (stereo unspecified)	1.1	1.1	-5	2	/	6	/	-5	104
O=C(NCc1ccco1)c1cccn2c(=O)c3cc(Br)ccc3nc12	1.1	/	56*[fluorescence artefact?]	39	/	/	/	/	232*[fluorescence artefact?]
O=C(NCC1CCCO1)[C@@H]1CSC2c3ccccc3C(=O)N21 (stereo partly specified)	1.1	1.2	8	9	-1	1	13	-4	91
O=C(OCn1nnc2ccccc2c1=O)c1ccc2c(=O)n3c(nc2c1)CCC3	1.1	1.5	4	34	-2	1	1	-11	122
CC12CCC(c3nnc(SCc4ccc(Cl)cc4)nc31)C2(C)C (stereo unspecified)	1.2	/	24	20	/	/	/	-1	97[fluorescence artefact?]
C=CCn1c(O)c(CN2CCOCC2)c(C)c(C#N)c1=O	1	0.9	-9	-8	-2	/	-9	-5	115
CCOC(=O)N1CCN(C(=O)CSc2nnc(C3COc4ccccc4O3)o2)CC1 (stereo unspecified)	1	1.1	2	-8[fluorescence artefact?]	2	1	-6	2	111[fluorescence artefact?]
O=C1c2oc3ccccc3c(=O)c2C(c2cccc(O)c2)N1c1ccccn1 (stereo unspecified)	1.2	1	-2	2	-2	-4	-4	1	113
CC1=NN(/C(=N\c2nnc(C)s2)Nc2ccc(C(C)(C)C)cc2)[C@H](c2ccc(C)cc2)S1	0.9	/	6	-7	/	/	/	12	99
COc1cc2nc(N(C)C)nc(N)c2cc1OC	1	1	3	-2[fluorescence artefact?]	-2	17	4	0	89
S=c1[nH]nc(CSc2nc3ccccc3s2)n1C1CCCCC1	/	1.2	/	/	-2	6	12	9	/
COc1cccc(-n2nc(C(=O)Nc3ccc4c(c3)OCO4)c3ccccc3c2=O)c1	1.1	0.9	-5	-5	-1	-9	5	-1	123
CS(=O)(=O)N1CCN(C(=O)CCC2CCCC2)CC1	1.2	1.2	-3	-3	/	-1	/	-1	116
c1ccc(-c2nnc(-c3ccccn3)nn2)nc1	1.1	/	-14	-19	/	/	/	/	95[fluorescence artefact?]
NNC(=O)c1ccc([N+](=O)[O-])c(CS(=O)(=O)c2ccc(Cl)cc2)c1	/	0.8	/	/	5	7	-5	1	/
COc1ccccc1NC(=O)N1c2ccc(F)cc2CCC1C (stereo unspecified)	1	1.2	-1	-1	-1	3	-27	0	112
COc1ccc(-c2csc(N3CCN(C(=O)c4ccco4)CC3)n2)cc1	1.1	1.2	-5	7[fluorescence artefact?]	2	-6	-16	3	99
O=C(Nc1ccc2c(c1)OCO2)c1cccc2c1C(=O)N(Cc1cccnc1)C2	1.3	0.9	77*[fluorescence artefact?]	61*	-5	-14	-19	/	32[fluorescence artefact?]
NC(=O)C1CCN(Cc2nnnn2Cc2ccco2)CC1	1.1	0.9	-1	-5	-1	-7	-5	/	108
CN1CCCCCC1=Nc1ccccc1C#N	1.1	0.9	/	/	3	4	-3	-2	/

Reprinted at random: six compounds from above
SMILES	MT1-MMP txn act	PLAP act	ERa SRC1 inh	ERb coact inh	CD11b adhes enh	Ecoli WT expand	Mac1 fbg inh	FAK blocker	ERa SRC1 pot
Cn1c(=O)c2c(nc(CN3CCOCC3)n2CCN2CCOCC2)n(C)c1=O	1	1.1	-3[fluorescence artefact?]	-3	-1	9	23	/	104
COCCNC(=O)c1ccccc1NC(=O)c1ccccc1N(C)S(=O)(=O)c1ccc(C)cc1	/	1.4	/	/	-6	5	6	1	/
CC12CCC(c3nnc(SCc4ccc(Cl)cc4)nc31)C2(C)C (stereo unspecified)	1.2	/	24	20	/	/	/	-1	97[fluorescence artefact?]
CC1=NN(/C(=N\c2nnc(C)s2)Nc2ccc(C(C)(C)C)cc2)[C@H](c2ccc(C)cc2)S1	0.9	/	6	-7	/	/	/	12	99
COCCNC(=O)Cn1nc(C(F)(F)F)c(Br)c1C	1	1.1	-7[fluorescence artefact?]	-10	/	0	/	/	109[fluorescence artefact?]
c1ccc(-c2nnc(-c3ccccn3)nn2)nc1	1.1	/	-14	-19	/	/	/	/	95[fluorescence artefact?]

Remaining list, next part:
SMILES	MT1-MMP txn act	PLAP act	ERa SRC1 inh	ERb coact inh	CD11b adhes enh	Ecoli WT expand	Mac1 fbg inh	FAK blocker	ERa SRC1 pot
CN1CCN(c2ccccc2NC(=O)c2cc(Br)ccc2Cl)CC1	1.1	1.4	82*[fluorescence artefact?]	45	4	6	-21	0	18[fluorescence artefact?]
CCC(Oc1ccccc1)C(=O)Nc1ccccc1OC (stereo unspecified)	1	0.9	-7	-5	-2	5	-8	-1	102
O=C(CSc1nc2c(c(=O)n1-c1ccc(Cl)cc1)SCC2)Nc1nccs1	1.2	1.1	28	6	-3	-7	-9	/	142[fluorescence artefact?]
Cc1ccc(CNc2ccc(N3CCOCC3)cc2)s1	1.1	0.8	-2	-2	-3	-1	4	1	101
COC(=O)C(C)(C)NC(=O)c1cccs1	1	0.9	0[fluorescence artefact?]	-4[fluorescence artefact?]	-6	-1	-6	-2	98
COc1cccc2cc(C(=O)Nc3cccnc3N3CCOCC3)c(=O)oc12	1	1.2	-18	1	1	-5	-52	1	289*
CN(C)c1ccc(C2N(c3ccc(F)cc3)C(=O)C3CCCN32)cc1 (stereo unspecified)	1.1	1.7	-5	-13	-1	4	8	2	111
CC1(C)Cc2c(c(=S)nc(-c3ccccc3)n2CCOCCO)CO1	1	1	3[fluorescence artefact?]	-3	0	-5	-21	/	101
O=C(Nc1nc(C2C3CC4CC(C3)CC2C4)cs1)c1cc2cc([N+](=O)[O-])ccc2oc1=O (stereo unspecified)	/	0.9	/	/	95	-2	11	0	/
CC(C)C(NC(=O)c1ccco1)C(=O)NCC(c1ccco1)N(C)C (stereo unspecified)	/	1	/	/	-2	-3	-21	0	/
Cc1cc(C(=O)CC#N)c(C)n1CC(F)(F)F	1.2	1.2	-2	-2	/	11	/	1	107
Cc1ccc(-c2nn(CC(=O)NCC3CCCO3)c(=O)c3ccccc23)cc1 (stereo unspecified)	1	1.1	-4	-12[fluorescence artefact?]	7	6	-10	0	117
CN(C)CCOC(=O)CCc1ccccc1	1.2	1.1	-13	-7	-2	-5	-14	3	106
Cc1nnc(SCC(=O)Nc2c(Cl)cccc2Cl)[nH]c1=O	1.1	0.9	-7	-2	6	9	-9	-2	119
CC[C@H](C)[C@H](NS(=O)(=O)c1ccc(C)cc1)C(=O)N1CCC(C(=O)N[C@H](C(=O)O)C(C)C)CC1	1.2	1.3	-6	-1	5	-1	3	-4	103
CC1(C)Cc2ccccc2-c2nc(CN3CCOCC3)[nH]c(=O)c21	1.1	1.2	-4	1	1	-9	-13	-2	111
CC1CC(C)(C)N(C(=O)NC2CCCCC2)c2ccccc21 (stereo unspecified)	1.1	/	-16	-15	/	/	/	-1	110
COC(=O)C1=C(C)N(CCc2ccccc2)C(=O)C1(NS(=O)(=O)c1ccc(NC(C)=O)cc1)C(F)(F)F (stereo unspecified)	1	1.7	2[fluorescence artefact?]	-2[fluorescence artefact?]	2	-16	16	1	105[fluorescence artefact?]
COc1ccc(-n2c(Cc3cccn3C)nnc2SCC(=O)Nc2ccc(C)cc2C)cc1	1	1.6	-4	28	2	-1	0	/	115

This is a random part of the collection. Share with any hit: about 5.1%.
